Screening results deposited in PubChem BioAssay by The Scripps Research Institute Molecular Screening Center.
TbREL1 primary – TbREL1 inhibition, primary screen; P86926; TbREL1 RNA ligation, FRET fluorescence; inhibition, % at 9.66 µM; 89,000 tested, 0.49% active;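 active = inhibition above the mean inhibition across all screened compounds plus 3 SD, cut at about 11% in these data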;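 also: 0% = plate median of test wells and 100% = NSC42067 control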
Target sequence (P86926 whole entry, looked up): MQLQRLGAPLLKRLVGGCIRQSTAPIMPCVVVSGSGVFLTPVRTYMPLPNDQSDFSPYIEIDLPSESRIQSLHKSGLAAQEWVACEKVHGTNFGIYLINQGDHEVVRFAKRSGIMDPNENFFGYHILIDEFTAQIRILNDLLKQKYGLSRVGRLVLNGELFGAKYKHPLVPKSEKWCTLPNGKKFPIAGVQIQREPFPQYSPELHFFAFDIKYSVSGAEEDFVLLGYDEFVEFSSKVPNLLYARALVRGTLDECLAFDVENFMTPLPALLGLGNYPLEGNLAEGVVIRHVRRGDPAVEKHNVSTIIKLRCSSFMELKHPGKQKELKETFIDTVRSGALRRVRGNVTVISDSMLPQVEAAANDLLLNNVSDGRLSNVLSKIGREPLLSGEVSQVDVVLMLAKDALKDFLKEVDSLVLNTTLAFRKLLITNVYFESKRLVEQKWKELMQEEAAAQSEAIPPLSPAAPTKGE
* = called active by the depositor.

SMILES	TbREL1 primary
COc1cccc(C2=CC(=O)C[C@H](c3ccc(OC)c(OC)c3)C2)c1	-2.8
O=c1[nH]c(C2CCCN(S(=O)(=O)c3ccccc3)C2)nc2c1nnn2Cc1ccccc1 (stereo not given)	-2.9
O=C(Nc1ccc2c(c1)OCO2)C1CC(c2ccccc2O)=NO1 (stereo not given)	-0.5
CCc1ccc(-c2cn(-c3nc(C)cc(C)n3)c(=N)o2)cc1	-2.2
COc1ccc(-c2csc(NC(=O)[C@H](C)N3C(=O)C4CC=CCC4C3=O)n2)cc1OC (stereo not given in full)	-1.8
O=C(O)CNC(=S)N(Cc1ccccc1)Cc1ccccc1F	-1.0
Cc1nn(-c2ccccc2)c(Cl)c1/C=N/Nc1ccc(Cl)c(C(=O)O)c1	-3.4
O=C(c1nc2ccc(Cl)cn2c1CN1CCC[C@H]1CO)N1CCCCCCC1	-1.3
COc1ccc(OCC(=O)Nc2ccc3c(c2)nc(CCN2CCOCC2)n3C)cc1	-1.2
COCCN(CC(=O)Nc1cccc(C)c1C)C(=O)c1cc(-c2ccncc2)nc2ccccc12	-3.7
CC(C)(C)C(=O)Nc1ccc(C(=O)NNC(=O)c2ccccc2)cc1	-1.7
CCOC(=O)c1sc(-c2ccc(F)cc2)cc1N	-0.9
CCOC(=O)c1c(NC(=O)COC(=O)c2ccc(S(=O)(=O)C(F)F)cc2)sc(C(=O)N(C)C)c1C	0.3
CCCC(=O)N1CCN(c2ccc(NC(=O)c3ccccc3)cc2)CC1	-3.2
COCCN(C(=O)CC1OC(=O)c2ccccc21)c1c(N)n(Cc2ccccc2)c(=O)[nH]c1=O (stereo not given)	-0.9

6 records drawn at random from the list so far:
SMILES	TbREL1 primary
COCCN(CC(=O)Nc1cccc(C)c1C)C(=O)c1cc(-c2ccncc2)nc2ccccc12	-3.7
CCCC(=O)N1CCN(c2ccc(NC(=O)c3ccccc3)cc2)CC1	-3.2
COc1ccc(-c2csc(NC(=O)[C@H](C)N3C(=O)C4CC=CCC4C3=O)n2)cc1OC (stereo not given in full)	-1.8
Cc1nn(-c2ccccc2)c(Cl)c1/C=N/Nc1ccc(Cl)c(C(=O)O)c1	-3.4
CCc1ccc(-c2cn(-c3nc(C)cc(C)n3)c(=N)o2)cc1	-2.2
O=C(c1nc2ccc(Cl)cn2c1CN1CCC[C@H]1CO)N1CCCCCCC1	-1.3

The listing picks up with the 4 entries that preceded the break.
SMILES	TbREL1 primary
CCOC(=O)c1sc(-c2ccc(F)cc2)cc1N	-0.9
CCOC(=O)c1c(NC(=O)COC(=O)c2ccc(S(=O)(=O)C(F)F)cc2)sc(C(=O)N(C)C)c1C	0.3
CCCC(=O)N1CCN(c2ccc(NC(=O)c3ccccc3)cc2)CC1	-3.2
COCCN(C(=O)CC1OC(=O)c2ccccc21)c1c(N)n(Cc2ccccc2)c(=O)[nH]c1=O (stereo not given)	-0.9
O=C(NCc1ccccc1Cl)c1ccc2c(=O)n(CC3CCCO3)c(=S)[nH]c2c1 (stereo not given)	-3.4
O=C1CCC2(CCC(c3ccccc3)CC2)N1CC[C@@H](O)c1ccccc1 (stereo not given in full)	-2.4
Cc1ccc(S(=O)(=O)N2CCCCC2)cc1C(=O)NCCc1ccccc1	-0.9
COc1ccc([C@@H]2C[C@H](c3ccccc3)Oc3cc(OC)c(OC)c(OC)c32)cc1	0.0
OCC1(Cc2ccc(Cl)cc2)CCN(Cc2ccc(Oc3ncccn3)cc2)CC1	-1.5
Cc1ccc(C(C(=O)NC(C)(C)C)N(C(=O)c2csnn2)c2cccc(F)c2)o1 (stereo not given)	-1.3
COc1ccc(S(=O)(=O)NNC(=O)C2CC(c3cccnc3)=NO2)cc1 (stereo not given)	2.2
O=C(Cc1ccc(Cl)cc1Cl)NC1CCCCCC1	1.7
COc1ccc(CNC(=O)c2nn(-c3ccccc3)cc2OC)cc1	5.2
Oc1cccc(/C=N/N(Cc2ccccc2)c2ccccc2)c1	1.8
COC(=O)Cc1ccc(NC(=S)NCCCO)cc1	-4.0
CCN=C1SCC(=O)N1c1ccc(OC)cc1	5.3
N#C/C(=C\c1ccc(Cl)c([N+](=O)[O-])c1)c1ccccn1	-0.4
CNC(=O)[C@H](C)[C@@H]1C[C@@]1(C)[C@@H](NC(=O)OCc1ccccc1)c1ccccc1	-1.7
Cc1ccccc1/C=N/Nc1nc2ccccc2c(=O)n1O	-1.0
COc1ccnc(NCc2ccc(Cl)cc2)c1C#N	2.0
Cc1cccc(N)c1-c1c(C)cccc1N	-4.3
O=C(COc1ccccc1)NCC(=O)Nc1cccc(S(=O)(=O)NC2=NCCC2)c1	8.2
CC(C)(C)C(=O)Nc1ccc(C(=O)N/N=C/c2ccccc2OC(=O)c2ccc(Cl)cc2)cc1	0.4
O=C(COC(=O)/C=C/c1ccc(S(=O)(=O)N2CCOCC2)cc1)NC1CCCCCCC1	-0.6
CCOC(=O)Cn1c(=NC(=O)CC)sc2c(C)cc(C)cc21	-1.5
O=C(O)C(Cc1c[nH]c2ccccc12)NS(=O)(=O)c1ccc(Cl)cc1 (stereo not given)	-3.8
O=C(COc1cccc(Cl)c1)Nc1cc(S(=O)(=O)N2CCOCC2)ccc1N1CCOCC1	8.3
COc1ccc(S(=O)(=O)N2CCC(C(=O)Nc3ccc4c(c3)OCCO4)CC2)cc1OC	0.4
O=C(CSc1nnc(-c2ccncc2)n1-c1ccc(Br)cc1)c1ccccc1	2.2
CC[C@@]12C(=O)N(c3cccc(F)c3)C(=O)N1[C@H](c1ccc(OC)cc1)[C@@H]1C(=O)N(C(C)(C)C)C(=O)[C@@H]12	-0.4
CC(=O)c1ccc(-n2c(C)ccc2-c2ccccc2)cc1	0.7
CCOC(=O)c1nn(-c2cccc(Cl)c2)c2nc(Nc3ccccc3)cc(=O)n12	-1.2
CC(=O)Nc1ccc(CN(C)c2c(C)nc3ccc(C(=O)N4CCN(C(=O)c5ccco5)CC4)cn23)cc1	-3.7
O=C(Nc1cccc(S(=O)(=O)N2CCOCC2)c1)c1cn(-c2ccccc2)nc1-c1ccc(F)cc1	0.1

Entries above that have a cyano group, in the order listed:
SMILES	TbREL1 primary
N#C/C(=C\c1ccc(Cl)c([N+](=O)[O-])c1)c1ccccn1	-0.4
COc1ccnc(NCc2ccc(Cl)cc2)c1C#N	2.0

Following part.
SMILES	TbREL1 primary
COc1ccc(NC(=O)c2ccc3c(c2)n(C)c(=O)n3C)cc1	1.7
O=C(O)Cn1cc(/C=C2/SC(=O)N(CC(=O)N3CCCCCC3)C2=O)c2ccccc21	-0.9
O=C(COC(=O)c1cccc(Cl)c1Cl)NCc1cccs1	4.2
COc1ccc(N/C(=C\C(=O)c2ccccc2)c2ccccc2)cc1OC	-1.9
N/N=c1\sc2ccccc2n1-c1ccccc1	1.0
O=C(c1ccc(=O)[nH]n1)N1CCc2ccccc2C1	0.4
CCNc1nc(NCC)n2c(SCC(=O)Nc3ccccc3[N+](=O)[O-])nnc2n1	1.8
O=C(Cn1c(=O)oc2cc(S(=O)(=O)N3CCCC3)ccc21)N1CCN(c2ccccc2F)CC1	7.1
C=CCn1c(SCC(=O)c2ccc(O)c(O)c2)nnc1-c1ccc(C)cc1	3.6
COc1ccc2nc(N3C(=O)CC(Cc4cc(C)cc(C)c4)C3=O)sc2c1 (stereo not given)	-2.2
COc1ccc(C2=NOC(Cn3nc(C(=O)NCC4CC4)cc3-c3ccccc3)C2)cc1 (stereo not given)	-1.2
Cn1cccc1Cc1nnc(SCC(N)=O)n1CCc1ccccc1	-4.4
COc1ccc(Cl)cc1C(=O)N1CCN=C1SC	0.4
COC(=O)Cc1c(O)ccn(Cc2ccc(F)cc2)c1=O	-0.7
O=C(Oc1ccc(O)cc1)C12CC3CC(CC(C3)C1)C2	0.0
CCN(CC)C(=O)/C(=C\c1cccc([N+](=O)[O-])c1)NC(=O)c1ccco1	-0.9
Cc1cccc(C)c1NC(=O)C(c1ccccc1)n1c(=O)c(-c2ccco2)nc2ccccc21 (stereo not given)	-1.2
COc1cc(Br)c(-c2sc(Nc3ccccc3)n[n+]2-c2ccc(F)cc2)cc1OC	-3.3
CCN(CC)c1ccc(NC(=O)c2ccccc2F)cc1	-2.7
CSc1nnc(Cc2ccc3c(c2)OCO3)o1	1.5
CCCCCCCCN1[C@@H](CC(=O)O)c2cc(F)ccc2S1(=O)=O	3.4
Cc1cccc(NC(=S)NC(C)CCc2ccccc2)c1 (stereo not given)	-1.3
COc1ccccc1NC(=O)OCCN1CCCC12CCC(c1ccccc1)CC2 (stereo not given)	3.7
CCCCN(C(=O)CC1OC(=O)c2ccccc21)c1c(N)n(CCCC)c(=O)[nH]c1=O (stereo not given)	-2.7
O=C(/C(=C/c1cccnc1)n1ccnc1)c1ccc(Cl)cc1Cl	0.0
CCCCCCN1CCN(C2CN(Cc3cn(CCCC(=O)OC)nn3)S(=O)(=O)C2)CC1 (stereo not given)	3.2
COc1cc(/C=N/OCC(=O)NC2CCCCC2)ccc1OCc1ccccc1	-2.2
CCCCC(O)(CCCC)C(=O)NN(C(=O)OCC)c1ccccc1	2.2
O=C(COC(=O)c1ccc(Br)cc1)NCC1CCCO1 (stereo not given)	-0.2
Cc1nc2ccc(C(=O)N3CCN(c4ccccn4)CC3)cc2s1	1.6
Cc1ccc(-c2nc3ccc(C)cn3c2Cc2cccc(F)c2)cc1	2.1
Cc1ccc(C)c(Nc2ncnc3nc[nH]c23)c1	0.9
Cc1cc(C)n2nc(-c3ccc(Br)cc3)cc2n1	-2.0
O=C(N1CCCCCC1)N1CCN(S(=O)(=O)c2cccc([N+](=O)[O-])c2)CC1	-2.1
COc1ccc(/C=C(\NC(=O)c2cccs2)C(=O)Nc2ccc(C)cc2)cc1OC	-3.6
C[C@@H]1[C@H](c2ccccc2)OC(O)([C@H](Cc2ccccc2)NC(=O)OC(C)(C)C)CN1C (stereo not given in full)	-0.9
CSc1ccc(CCNC(=O)CCc2nnc3ccc(N4CCCCC4)nn23)cc1	2.1
O=C(c1cc(COc2cccc(C(F)(F)F)c2)on1)N1CCC(c2ccccc2)CC1	1.9
O=C(CN1CCN(c2nc(-c3ccccc3)cs2)CC1)NNC(=O)c1ccc(Br)cc1	-1.9
O=C(Nc1cccc(-c2cscn2)c1)C1CCN(Cc2ccc(CO)o2)CC1	-0.6
O=C(c1ccc(F)cc1)N1CCCN(c2nc(-c3ccccc3)ns2)CC1	-2.8
c1csc(Cc2nn3c(-c4n[nH]c5c4CCC5)nnc3s2)c1	-1.2
CCOc1cc(C(=O)Nc2cc(C(=O)OC)ccc2C)ccc1OCC(=O)N1CCOCC1	-0.7
Cc1ccccc1Nc1nc(N)nc(COC(=O)c2cccc(S(=O)(=O)N(C)c3ccccc3)c2)n1	2.4
CC(=O)c1cccc(NC(=O)c2cc3nc(C)cc(C)n3n2)c1	-1.9
COc1ccc(CN(C)C2CCN(C)CC2)cc1OC	2.8
CCCCCCC(=O)N1CCC(c2nc3c(nnn3Cc3ccccc3Cl)c(=O)[nH]2)CC1	5.8
O=C(NCc1ccc(F)cc1)OC1CC2CC1[C@H]1CCCCN1C2=O (stereo not given in full)	0.7
CCCc1cc(SCC(=O)Nc2c(C)n(C)n(-c3ccccc3)c2=O)n2c(nc3ccccc32)c1C#N	-2.8
Cc1n[nH]c(C)c1CCN(C)Cc1cn(C)nc1-c1ccc2c(c1)OCCO2	-0.4
O=C1NC[C@@H](CCCCN2C[C@H](Cc3ccccc3)N(CC3CCCCC3)C(=O)C2=O)N(CCc2ccc(O)cc2)C1=O	-1.1
COc1ccc(NCC(=O)Nc2ccc(Br)cc2F)c(OC)c1	-0.3
Cc1ccc(C(=O)NCCCNC(=O)c2cccnc2)cc1	-2.2
CCCCS(=O)CC(O)COCC (stereo not given)	2.4
Cc1cc(C)nc(SCC(=O)Nc2ncc(Cc3cccc(Cl)c3)s2)n1	0.7
O=C(c1cc(-c2ccncc2)nc2ccccc12)N1CCN(c2ccccc2O)CC1	3.0
O=C(COc1ccccc1)Nc1ccc(CSc2ccccc2)cc1	7.3
COc1ccc(N(CC(O)Cn2c3ccccc3c3ccccc32)S(=O)(=O)c2ccccc2)cc1 (stereo not given)	0.3
CC(=O)c1ccc(N(CC(=O)NC2CCCCC2)C(=O)c2csnn2)cc1	-0.3
CS(=O)(=O)N1CCc2cc(S(=O)(=O)NCCNS(=O)(=O)c3ccc4c(c3)CCN4S(C)(=O)=O)ccc21	4.2
Remaining list, next part.
SMILES	TbREL1 primary
O=C(CCC1CCCN(C(=O)Cc2cccc(F)c2)C1)N1CCN(c2ccccn2)CC1 (stereo not given)	-1.7
Cc1cc(C)cc(OCCCOc2cccc3cccnc23)c1	-0.6
CCCn1c(C)cc(C(=O)CN2C(=O)c3cccc(N)c3C2=O)c1C	-3.0
Cc1cc(C)cc(OCC(=O)O/N=C(\N)c2ccccn2)c1	-1.8
COc1cccc(Nc2ccc(Nc3cccc(OC)c3)nn2)c1	0.5
CCOC(=O)c1c(C)[nH]c(C(=O)C(C)OC(=O)c2cccc(OCc3c(C)noc3C)c2)c1C (stereo not given)	-0.3
C=C1CCN([C@H](C(=O)Nc2ccc(OC)cc2)C(C)C)S(=O)(=O)c2ccccc21	1.5
CC1(c2nnc(Cc3ccccc3)o2)CC(c2c(Cl)cccc2Cl)=NO1 (stereo not given)	-1.6
CC1CCN(C(=O)c2cc(-c3ccc(Cl)c(Cl)c3)on2)CC1	-2.1
CC(=O)c1cccc(N(CC(=O)NC2CCCC2)C(=O)c2ccc(C)s2)c1	-1.4
CCNc1nc(NCC)n2c(SCC(=O)c3ccccc3F)nnc2n1	0.1
Cc1[nH]c(C)c(S(=O)(=O)N2CCN(c3ccccc3)CC2)c1C(=O)N1CCCCC1	-0.4
C=CCN1C(=O)c2ccc(C(=O)NCCc3ccc(F)cc3)cc2C1=O	4.4
CC(=O)c1cccc(CN2CCN(CC=C(C)C)C(CCO)C2)c1 (stereo not given)	0.1
Cn1ccnc1SCC(=O)c1cccc(C(F)(F)F)c1	-4.4
COC(=O)c1c(NC2=NS(=O)(=O)c3ccccc32)sc2c1CCC(C(C)(C)C)C2 (stereo not given)	-1.8
CS(=O)(=O)N1CCN(c2ncnc3c2cnn3-c2ccccc2)CC1	2.3
Cc1cc(C)c(S(=O)(=O)N(C)CC(=O)NCCCn2ccnc2)c(C)c1	-2.9
CC(C)CCn1cnc2c(NCc3ccccc3)ncnc21	1.0
COCCN(Cc1ccccc1)C(=O)C1CCN(S(=O)(=O)c2ccc3c(c2)OCCO3)CC1	0.7
CCCc1nc(NCc2ccncc2)c2nnn(Cc3ccccc3F)c2n1	-2.5
CCNC(=S)NNC(=O)c1cnccn1	5.2

Some of the compounds tested; rates above refer to the full screens.
